FadD28 binding – M. tuberculosis FadD28 bisubstrate binding inhibition; FadD28 bisubstrate probe binding, fluorescence polarization; inhibition, % at 12.5 µM; 360,000 tested, 0.22% active; AID 588549; in the data active = inhibition above about 8.5%, passing the limit was not always enough
Mtb UGM inh – blocks M. tuberculosis UGM enzyme. P9WIQ1. purified UGM, fluorescence polarization probe displacement. inhibition, % at 10 µM. 320,000 tested, 0.06% active; in the data active = inhibition above about 10%, passing the limit was not always enough
Target sequence (P9WIQ1 whole entry, looked up): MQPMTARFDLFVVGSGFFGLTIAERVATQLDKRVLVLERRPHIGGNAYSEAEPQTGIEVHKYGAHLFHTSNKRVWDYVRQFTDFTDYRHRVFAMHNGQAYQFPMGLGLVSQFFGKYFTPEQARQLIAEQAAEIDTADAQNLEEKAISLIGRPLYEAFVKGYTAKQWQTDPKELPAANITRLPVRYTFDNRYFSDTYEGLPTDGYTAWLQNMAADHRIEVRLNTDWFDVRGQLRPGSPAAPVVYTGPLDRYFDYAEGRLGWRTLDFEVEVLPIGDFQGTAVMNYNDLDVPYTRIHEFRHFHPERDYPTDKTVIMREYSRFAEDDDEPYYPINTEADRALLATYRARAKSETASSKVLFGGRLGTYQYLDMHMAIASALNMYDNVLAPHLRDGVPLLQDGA
PfHsp40 rescue – rescue of PfHsp40-mediated yeast toxicity | growth rescue, % at 12.5 µM | 340,000 tested, 0.68% active | AID 504582 | S. cerevisiae expressing PfHsp40, growth rescue, ATP luminescence; in the data active = growth rescue above about 28%, passing the limit was not always enough;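 note: yeast W303a lacking pdr1 and pdr3 grown in galactose medium; growth measured after three days at 30 °C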
GDH-TPI counter – counter-screen for M. tuberculosis FBA inhibitors: GDH-TPI coupled enzymes; inhibition, % at 4.8 µM; GDH-TPI coupled enzyme counterscreen, NADH absorbance; 360,000 tested, 1.2% active; in the data active = inhibition above about 30%;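 note: 0% = DMSO wells and 100% = wells lacking the enzyme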
Yp Topo-I inh – inhibitors of Yersinia pestis topoisomerase I | Y. pestis Topo-I cleavage product accumulation, plate reader | activity, % at 10 µM | 360,000 tested, 0.064% active | AID 504884; in the data active = activity above about 50%, passing the limit was not always enough; note: inactives centre near 2
Mtb FBA inh – Mtb fructose-bisphosphate aldolase inhibition | P9WQA3 | purified M. tuberculosis FBA, fluorescence read-out | inhibition, % at 1 µM | 360,000 tested, 2.3% active; in the data active = inhibition above about 27%;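 note: 0% = vehicle and 100% = reference inhibitor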
Target sequence (P9WQA3 whole entry, looked up): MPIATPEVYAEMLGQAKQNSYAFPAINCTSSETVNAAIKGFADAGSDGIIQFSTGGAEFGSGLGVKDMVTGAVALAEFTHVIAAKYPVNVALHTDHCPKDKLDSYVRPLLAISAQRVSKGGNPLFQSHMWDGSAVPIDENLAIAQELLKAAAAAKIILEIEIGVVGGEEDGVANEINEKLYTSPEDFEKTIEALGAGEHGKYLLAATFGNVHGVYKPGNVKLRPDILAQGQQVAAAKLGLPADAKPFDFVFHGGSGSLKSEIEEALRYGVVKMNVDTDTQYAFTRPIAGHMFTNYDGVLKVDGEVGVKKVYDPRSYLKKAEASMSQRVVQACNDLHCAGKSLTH
Vc quorum ag – quorum light induction in luxS cqsA deficient V. cholerae; V. cholerae BH1578 lux reporter, luminescence, 6 h; activation, % at 18.7 µM; 350,000 tested, 0.16% active; in the data active = activation mostly above about 9.7%, no sharp cut-off; note: not every result past the cut was called active; inactives centre near 0; reference of the scale not given here
TcdB GH inh – blocks C. difficile toxin B glycohydrolase activity | P18177 | TcdB glycohydrolase enzymatic assay, plate reader | inhibition, % at 9.99 µM | 350,000 tested, 0.24% active; in the data active = inhibition above about 10%
BioA inh – blocks M. tuberculosis BioA enzyme activity. inhibition, % at 9.99 µM. purified M. tuberculosis BioA enzyme, plate reader. 360,000 tested, 0.096% active; in the data active = inhibition above about 40%
Numbers without * were called inactive; i = inactive; nt = no result given. Random draw from the library (roughly 4.6% active in at least one column).

nr	Structure	FadD28 binding	Mtb UGM inh	PfHsp40 rescue	GDH-TPI counter	Yp Topo-I inh	Mtb FBA inh	Vc quorum ag	TcdB GH inh	BioA inh
1	COc1ccc2nc(C)cc(SCC(=O)N/N=C/c3ccccc3)c2c1	-5.3	0.7	0.5	1.5	27.1	-5.6	-1.8	nt	-2.6
2	C[C@@]12CCC=C[C@H]1[C@H](c1ccccc1Br)N(Cc1ccccc1)C2=O	-3.0	nt	1.4	7.3	41.7	0.1	-3.1	0.7	-0.1
3	Cc1[nH]c2ccccc2c1C(=O)CSc1ccccc1	-4.2	0.0	-0.2	2.6	-3.4	1.6	0.7	nt	0.6
4	O=C(CSc1nnc(SCc2ccccc2)s1)N/N=C/c1c[nH]c2ccccc12	0.4	nt	0.6	9.8	8.8	2.3	-1.0	2.3	nt
5	Cc1ccc(-c2nc(CSCC(=O)NCc3cccnc3)c(C)o2)cc1	-0.6	-3.4	1.2	12.1	8.8	0.6	-0.4	nt	1.8
6	COc1ccc(S(=O)(=O)N2CCN(CC(O)CN3CCOCC3)CC2)cc1 (centres undefined)	0.0	1.9	-2.1	-0.9	2.4	0.2	i	0.8	-0.8
7	CCOC(=O)c1[nH]c(C)c(C)c1C	-1.5	-1.2	2.1	5.0	-2.7	0.3	-0.2	nt	0.4
8	Cc1cccc(Nc2c3c(nc4ncnn24)CCC3)c1	-2.1	0.5	-1.1	5.2	0.5	-0.6	-0.2	0.1	nt
9	Cc1ccc2nc(NC(=O)CC3Oc4ccccc4NC3=O)sc2c1 (centres undefined)	-1.8	1.5	0.0	7.6	-8.9	1.5	i	-0.4	-1.0
10	O=C(NCCc1ccc(O)c(O)c1)C1COc2ccccc2O1 (centres undefined)	-4.1	0.7	-0.1	-8.0	0.2	-0.2	-0.5	-4.1	0.9
11	C/C(N)=C(/C#N)C(=O)CSc1nn(-c2ccc(Cl)cc2)c(=S)s1	-3.3	2.6	2.2	6.3	-6.0	-1.0	nt	0.6	nt
12	C[C@H](NC(=O)c1ccccc1Cl)C(=O)Nc1ccccc1F	-3.4	1.5	1.0	-3.8	-10.3	0.5	-0.3	1.3	0.0
13	NC(CCc1ccccc1)c1csc(Nc2nccc(C(F)(F)F)n2)n1 (centres undefined)	-6.3	nt	nt	-6.7	-4.8	-2.5	i	1.2	1.8
14	COc1ccc(NC(=O)C(c2ccccc2)c2ccccc2)c(OC)c1	-0.5	0.6	-0.8	1.1	-4.0	4.8	i	1.1	nt
15	COc1cccc(C2NC(=O)c3ccccc3O2)c1OC (centres undefined)	-7.4	-1.2	1.3	-0.6	0.3	3.0	i	nt	-0.5
16	COc1ccc(C(=O)NCS(=O)(=O)c2ccc(C)cc2)cc1	0.3	0.8	-1.6	3.5	16.0	-0.1	nt	nt	1.3
17	Cc1c(OC(=O)CNC(=O)OC(C)(C)C)ccc2c3c(c(=O)oc12)CCC3	-0.6	0.5	3.4	5.3	-9.9	122.0*	i	nt	-1.1
18	COc1ccccc1N1CCN(C(=O)C2CCCO2)CC1 (centres undefined)	-5.5	0.0	-0.9	6.1	3.7	3.1	i	nt	0.4
19	O=[N+]([O-])c1ccc(C(O)CN2CCN(Cc3ccccc3)CC2)cc1 (centres undefined)	nt	1.0	1.6	-4.3	-3.2	-0.6	-0.8	-0.4	-0.3
20	COc1cc(CCC(=O)N2CCN(c3ccc([N+](=O)[O-])cc3)CC2)cc(OC)c1OC	0.9	0.1	1.0	-2.0	2.4	-3.5	i	-0.2	7.8
21	Nc1ncnc2c1ncn2[C@@H]1O[C@H](C(=O)Nc2ccc(Oc3ccccc3)nc2)[C@@H](O)[C@H]1O	-1.1	nt	nt	nt	nt	2.8	nt	-0.4	0.4
22	Cn1ccc2c(/C=C/c3ccc(F)cc3)cc3c(c21)C1CCC3C1 (centres undefined)	-1.0	nt	nt	nt	nt	8.1	nt	0.8	-2.1
23	O=C(NC(Cc1ccccc1)C(=O)N1CCC2(CC1)OCCO2)C1CCCCC1 (centres undefined)	-0.4	2.5	0.9	4.6	2.3	-0.5	-0.7	nt	nt
24	Cc1cccc(OCC(=O)OCC(=O)N2CCCc3ccccc32)c1C	-1.0	-2.1	1.9	6.7	33.0	-3.0	-5.7	-9.5	-0.3
25	CCN(CC)S(=O)(=O)c1ccc(C)c(NC(=O)CN2C(=O)NC3(CCCC3)C2=O)c1	-1.2	1.9	2.8	-3.3	2.5	1.9	-3.6	0.9	-0.1
26	CC(C)N(c1ccccc1)c1ccc(NC(=S)NCCN(C)C)cc1	-0.6	5.6	-1.2	2.2	-3.1	9.7	1.6	0.9	nt
27	Cc1ccc(-c2nc(N=Nc3ccc(O)cc3)n[nH]2)cc1	3.3	-1.6	-0.6	7.2	-1.7	-13.3	-0.4	nt	nt
28	CCOc1ccc(N2CC(C(=O)NCCC3=CCCCC3)CC2=O)cc1 (centres undefined)	-1.0	-1.9	0.0	5.7	0.4	3.7	-0.5	1.0	-1.2
29	Cc1ccc(-c2nc3ccccc3o2)cc1NC(=S)NC(=O)c1cccs1	-2.9	0.8	-1.5	10.7	5.9	-1.7	-0.6	nt	-0.8
30	CCOc1ncccc1C(=O)OCC(=O)Nc1ccc(Cl)cn1	-0.1	-0.3	-1.8	3.4	-1.0	0.6	i	0.7	-1.2
31	Fc1ccc(-n2c(-c3cc(C4CC4)[nH]n3)n[nH]c2=S)cc1Cl	-1.8	4.1	-1.8	7.5	18.3	0.3	0.4	0.7	nt
32	COc1ccc(Br)cc1CNC(=O)c1ccc2c(c1)N(C)CCS2	-2.7	1.1	1.7	3.9	0.9	49.9*	1.0	-0.6	-3.6
33	CCc1nc(SCc2cc(Cl)ccc2OC)n[nH]1	-2.5	-2.4	1.6	5.6	1.0	-0.4	i	1.7	-1.1
34	O=C1Nc2ccc([N+](=O)[O-])cc2C1(O)N1CCCCC1 (centres undefined)	0.0	-1.2	0.0	26.5	5.6	1.5	-1.5	nt	2.3
35	C=CCOc1ccc(/C=N/n2nnnc2N)cc1OC	-0.2	-0.7	-0.7	24.9	4.0	5.3	-0.4	3.1	nt
36	COc1ccc(Br)cc1CNC(=O)C1CCCN(S(=O)(=O)N2CCC(C)CC2)C1 (centres undefined)	-1.1	nt	nt	-1.8	26.9	-2.9	-1.2	1.1	-2.7
37	CN(C)c1ccc(C(C(=O)NC2CCCC2)N(C(=O)c2ccco2)C2CC2)cc1 (centres undefined)	-0.4	0.9	0.1	6.7	2.0	-3.2	-0.3	-2.2	1.7
38	C/C(=C\c1ccccc1)C(=O)NC1CCSC1=O (centres undefined)	0.0	-0.2	0.6	2.9	1.1	-0.6	-9.7	nt	-2.0
39	COc1cccc(CNC(=O)C2CCC(CNc3c(N4CCC(C)CC4)c(=O)c3=O)CC2)c1 (centres undefined)	0.4	-3.4	0.0	1.4	-0.2	-1.3	0.5	0.0	-1.6
40	Cc1cc([N+](=O)[O-])nn1CC(=O)NC(C)c1ccccc1 (centres undefined)	-0.3	1.4	1.4	13.7	-4.7	5.5	i	2.0	-8.1
41	c1ccc(OCCSc2nnc3sc4ccccc4n23)cc1	-1.5	2.5	2.8	0.0	-12.5	2.0	i	12.2*	-1.9
42	O=C(Nc1nc2ccc(Cl)cc2s1)c1ccc(N2CCCCC2)c([N+](=O)[O-])c1	-0.4	-2.3	-0.4	3.0	5.2	-3.6	3.8	0.0	-0.9
43	CC(C)[C@@H](N)C(=O)NC[C@H]1O[C@@H](n2cnc3c(=O)[nH]c(N)nc32)[C@H](O)[C@@H]1O	-5.1	nt	nt	nt	nt	2.5	nt	0.6	-0.8
44	CCN1CCN(C(=O)/C=C/c2ccc(F)cc2)CC1	-0.8	-5.7	nt	-9.2	0.8	1.0	-0.4	1.7	3.6
45	O=S(=O)(c1cccs1)n1cccn1	-2.5	1.1	-0.2	-2.8	1.2	0.0	-0.6	nt	-1.5
46	CCOc1cc(C=C(C(=O)OC)C(=O)OC)ccc1OCc1ccc([N+](=O)[O-])cc1	-0.6	-1.7	0.9	22.5	26.1	0.6	3.4	nt	nt
47	CCOC(=O)c1c(NC(=O)CSc2nc3cc(Cl)ccc3c(=O)n2Cc2ccco2)sc(C(=O)N(C)C)c1C	0.1	3.3	1.0	16.8	-4.2	3.8	i	-6.1	nt
48	COC(=O)[C@]1(Cc2ccccc2)N[C@H](CN(C)C(=O)Nc2ccc(C(F)(F)F)cc2)[C@@H]2C(=O)N(C)C(=O)[C@@H]21	-3.9	-2.1	0.4	-3.8	20.7	1.6	-1.8	2.0	1.6
49	O=C(NCC(=O)N1CCN(C(c2ccccc2)c2ccccc2)CC1)c1ccccc1F	-1.5	5.9	-0.1	2.2	22.4	1.5	i	1.4	-1.6
50	O=C(CCNc1ccc(Br)cc1)c1cccc([N+](=O)[O-])c1	1.2	1.1	5.7	4.6	-5.5	3.0	-1.5	0.3	nt
51	CCOC(=O)Cn1c(=O)n(Cc2ccco2)c(=O)c2ccc(C(=O)NCCc3ccccc3)cc21	-4.1	-3.0	-1.2	-1.3	18.6	-0.8	i	nt	10.5
52	CC(=NCCN1CCOCC1)c1c(O)n(C2CCCCC2)c(=O)[nH]c1=O	-1.8	0.0	0.8	5.7	-10.5	-1.8	-5.9	nt	-0.7
53	COc1cc(Cl)ccc1OCc1cc(C(=O)NCc2cc(C(C)C)no2)no1	-1.9	1.3	-1.3	4.9	28.8	-1.5	i	-0.5	0.5
54	COc1ccc(/C=C(/NC(=O)c2cccc([N+](=O)[O-])c2)C(=O)O)cc1OC	-2.4	0.4	0.6	6.7	4.1	2.6	-0.5	0.6	nt
55	c1ccc(CN=C2CCCc3ccccc3N2)cc1	2.0	nt	nt	15.0	-5.7	4.2	1.1	-0.4	0.1
56	CC1(C(=O)NS(=O)(=O)Cc2ccccc2C(F)(F)F)CCN1C(=O)Cc1cccs1 (centres undefined)	1.1	nt	nt	9.3	-3.2	-2.0	0.9	-2.1	-1.3
57	CCN(CC1CCCO1)C(=O)CCc1nnc(CCc2ccccc2OC)o1 (centres undefined)	-4.9	-0.2	0.0	2.8	3.9	25.4	-0.3	0.9	-0.4
58	Cc1ccc(Cl)cc1-c1cc(C(=O)N2CCc3ccccc3C2)[nH]n1	-0.5	nt	nt	0.9	21.1	0.0	-0.4	0.6	-0.2
59	CC(=O)c1ccc(Sc2nnc(C)s2)c([N+](=O)[O-])c1	-0.2	-1.7	1.4	5.8	-1.9	-1.7	-0.3	-0.3	0.2
60	Cc1ccc(NC(=O)c2ccc(Cl)c(N3C(=O)CCC3=O)c2)cc1	-5.7	-1.1	0.8	-11.2	-4.7	1.2	1.2	1.1	3.2

Going on with the list:
nr	Structure	FadD28 binding	Mtb UGM inh	PfHsp40 rescue	GDH-TPI counter	Yp Topo-I inh	Mtb FBA inh	Vc quorum ag	TcdB GH inh	BioA inh
61	Cn1cnnc1SC1c2cccc3cccc(c23)C1NS(=O)(=O)c1ccc(Cl)cc1 (centres undefined)	-4.2	-1.7	0.0	2.6	27.3	2.9	-1.4	nt	-0.9
62	Nc1sc2c(c1C(=O)NC1CCS(=O)(=O)C1)CCCC2 (centres undefined)	-0.5	-0.5	-0.8	8.2	4.1	4.9	nt	0.3	-1.2
63	O=C1NCCCN1Cc1ccc(F)cc1	1.4	1.8	0.8	-4.8	6.8	2.0	-0.4	nt	0.9
64	O=C(NCC(c1ccco1)N1CCc2ccccc2C1)c1cccc(Br)c1 (centres undefined)	-6.1	-2.1	-1.0	5.2	8.5	-2.6	-1.4	7.1	-0.6
65	Cc1ccccc1OCC(=O)Nc1sc2c(c1C#N)CCC2	-3.5	-0.7	0.8	15.1	4.7	-0.2	-4.8	1.0	0.0
66	Cc1ccc(C2N(c3cc(C)on3)C(=O)C3CCCN32)cc1 (centres undefined)	0.5	0.1	-0.2	6.1	4.3	4.0	i	nt	-1.1
67	COc1ccc(NC(=O)C2CCCN2S(=O)(=O)c2ccc3c(c2)CCC(=O)N3)cc1 (centres undefined)	-4.5	-1.9	-1.3	7.9	6.5	1.5	-0.2	1.5	0.2
68	COc1ccccc1CC(=O)NNC(=O)c1cccs1	1.3	-4.3	0.5	-2.2	-0.9	6.5	i	0.3	-0.1

Pulled by compound from the entries so far:
nr	Structure	FadD28 binding	Mtb UGM inh	PfHsp40 rescue	GDH-TPI counter	Yp Topo-I inh	Mtb FBA inh	Vc quorum ag	TcdB GH inh	BioA inh
63	O=C1NCCCN1Cc1ccc(F)cc1	1.4	1.8	0.8	-4.8	6.8	2.0	-0.4	nt	0.9
62	Nc1sc2c(c1C(=O)NC1CCS(=O)(=O)C1)CCCC2 (centres undefined)	-0.5	-0.5	-0.8	8.2	4.1	4.9	nt	0.3	-1.2

Screening results: PubChem, several laboratories
